# Source: PubChem BioAssay (several laboratories)
# GC-B act: GC-B (human) receptor activation; P20594; HEK293-GC-B cells, CNP EC30, cGMP TR-FRET; 0% at EC30 CNP, 100% saturating CNP; activation, % at 10 µM; hit rate 0.11% among 370,000; AID 1920062;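 active = activation at 10 µM reaching about 35% in either raw or pattern-adjusted values, limit read from the data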
# Target sequence (P20594 whole entry, looked up): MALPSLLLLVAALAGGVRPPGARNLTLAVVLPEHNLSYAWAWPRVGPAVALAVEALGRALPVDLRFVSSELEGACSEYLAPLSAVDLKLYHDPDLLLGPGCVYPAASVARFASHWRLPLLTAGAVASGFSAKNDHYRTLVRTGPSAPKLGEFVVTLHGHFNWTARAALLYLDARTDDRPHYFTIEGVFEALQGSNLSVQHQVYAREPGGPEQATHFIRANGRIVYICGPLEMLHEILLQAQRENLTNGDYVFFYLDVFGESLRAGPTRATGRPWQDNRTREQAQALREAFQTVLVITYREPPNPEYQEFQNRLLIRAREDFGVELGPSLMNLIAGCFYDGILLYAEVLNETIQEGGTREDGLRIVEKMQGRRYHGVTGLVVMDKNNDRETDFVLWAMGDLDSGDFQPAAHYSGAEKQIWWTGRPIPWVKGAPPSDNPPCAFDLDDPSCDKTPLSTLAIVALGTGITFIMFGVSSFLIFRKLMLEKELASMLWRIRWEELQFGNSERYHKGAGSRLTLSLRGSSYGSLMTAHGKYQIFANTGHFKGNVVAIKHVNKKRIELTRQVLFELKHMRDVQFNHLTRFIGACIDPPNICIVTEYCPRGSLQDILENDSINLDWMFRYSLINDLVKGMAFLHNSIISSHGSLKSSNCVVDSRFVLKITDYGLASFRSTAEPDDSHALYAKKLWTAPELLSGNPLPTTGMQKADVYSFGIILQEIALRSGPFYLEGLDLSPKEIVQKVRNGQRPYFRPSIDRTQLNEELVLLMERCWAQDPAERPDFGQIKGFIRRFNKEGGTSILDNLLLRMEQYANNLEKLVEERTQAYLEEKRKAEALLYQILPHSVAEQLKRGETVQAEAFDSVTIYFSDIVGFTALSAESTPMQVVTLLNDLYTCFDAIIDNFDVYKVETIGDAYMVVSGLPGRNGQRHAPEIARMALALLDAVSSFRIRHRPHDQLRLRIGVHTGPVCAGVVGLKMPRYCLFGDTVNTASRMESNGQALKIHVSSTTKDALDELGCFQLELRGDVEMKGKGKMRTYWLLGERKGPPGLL
# HGIII-sPLA2 inh: Inhibits HGIII-sPLA2 liposome hydrolysis, primary screen | QFRET BODIPY PC-A2 liposome hydrolysis, fluorescence | inhibition, % at 12.2 µM | hit rate 0.56% among 370,000 | AID 743126;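 active = inhibition above mean plus 3 SD of compounds lying within the high and low control bounds, cut at about 19% in these data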;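 note: 0% = median of test compound wells and 100% = no enzyme DMSO wells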
# ASAP1 inh: blocks human ASAP1-stimulated Arf1 GTP hydrolysis. hit rate 0.19% among 360,000. Q9ULH1. GDP FP detection. inhibition, % at 16.5 µM; in the data active = inhibition above about 25%;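 note: 0% = vehicle with enzyme and substrate and 100% = no enzyme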
# GAA850 FXN act: increases GAA850 frataxin promoter reporter activity. HEK293 lucGAA850 FXN promoter luciferase reporter, 24 h; percent of 10 µM SAHA response. activation, % at 6 µM. hit rate 0.56% among 360,000. AID 540364;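 active = activation above the average of all compounds screened plus 3 SD, cutoff fixed separately per campaign, cut at about 7.5% in these data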;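 note: 0% = DMSO wells and 100% = 10 µM SAHA wells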
# GC-A act: GC-A (human) enzyme activation | activation, % at 10 µM | hit rate 0.14% among 370,000 | HEK293 GC-A cells, cGMP TR-FRET, EC30 ANP; 0% at EC30 ANP, 100% saturating ANP | P16066; in the data active = activation above about 40%
# Tn6 DDE FP: DD(E)-Tn6 binding inhibition, primary FP screen. AID 720509. Fibrin DD(E) TRITC-Tn6 fluorescence polarization displacement. inhibition, % at 8.3 µM. P02675. hit rate 0.21% among 370,000;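 active = inhibition above a per-campaign cutoff: mean of compounds within control limits plus 3 SD, cut at about 15% in these data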;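 note: 0% = median of all compound wells on the plate and 100% = blocking peptide control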
# ADAM10 inh: inhibits human ADAM10; O14672; recombinant ADAM10, EDANS/DABCYL FRET peptide cleavage, 3 h; inhibition, % at 7 µM; hit rate 0.62% among 370,000;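 active = inhibition above a per-campaign cutoff equal to the mean of compounds falling between control-based bounds plus 3 SD, cut at about 20% in these data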;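 note: 0% = DMSO wells while the 100% control is not disclosed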
# rCAG RNA binder: r(CAG) repeat RNA binding; TO-PRO-1 dye displacement fluorescence; inhibition, % at 3 µM; hit rate 1.3% among 370,000;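 active = inhibition above the plate cutoff, the mean of all test compounds on that plate plus 3 SD, cut at about 35% in these data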;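 note: 0% = DMSO alone and 100% = 100 µM mitoxantrone as full dye displacement; higher means more dye released from RNA so lower well fluorescence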
# proKLK7 act: activators of human kallikrein-7 zymogen | P49862 | purified proKLK7, EDANS-DABCYL substrate fluorescence; 100% is mature enzyme control, 0% vehicle | activation, % at 7 µM | hit rate 0.9% among 370,000;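 active = activation above the mean of all tested compounds plus 3 SD, computed per campaign excluding outliers beyond control limits, cut at about 13% in these data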
# ARFGAP1 inh: rat ARFGAP1 inhibition; hit rate 0.26% among 360,000; Q62848; inhibition, % at 16.5 µM; Arfgap1-stimulated ARF1 GTP hydrolysis, GDP FP detection; AID 651572;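 active = inhibition above a per-plate limit, mean inhibition of low control wells plus 3 SD, cut at about 25% in these data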;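 note: 0% = DMSO wells with enzyme and 100% = wells lacking Arfgap1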
#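 system = rat Arfgap1 catalytic domain, aa 1-136 | technique = FP, GDP Alexa 633 tracer displaced from anti-GDP antibody, 620/688 nm | compound = one concentration, 16.5 µM, DMSO 1.26% | medium = HEPES-based buffer, pH 7.5 | timing = compound-enzyme preincubation 20 min, reaction 120 min, detection 60 min, 25 °C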
# Active calls of the source: *; · = no result given. Rows were taken by chance; overall some 4.5% were active at least once.
SMILES,GC-B act,HGIII-sPLA2 inh,ASAP1 inh,GAA850 FXN act,GC-A act,Tn6 DDE FP,ADAM10 inh,rCAG RNA binder,proKLK7 act,ARFGAP1 inh
CCCCCCn1cc(CN(C)C2CN(Cc3cn(CCCCCC)nn3)S(=O)(=O)C2)nn1 (stereo not given),-4.3,-6.0,5.4,·,-2.1,-10.4,0.4,0.2,0.6,-1.3
CCOC(=O)[C@@H]1[C@H]2COc3cc(OC)ccc3[C@@H]2N2C(=O)N(c3ccc(F)cc3)C(=O)[C@@]12C,-6.2,3.1,2.8,-1.3,0.4,-0.6,5.3,-1.0,-0.2,2.8
Cc1ccc(NC(=O)CN(C)Cc2ccc(F)cc2)c([N+](=O)[O-])c1,-5.0,-1.1,-3.6,1.0,-0.9,1.9,10.6,-6.1,-0.3,-13.0
Cc1c(CN2CCC(Oc3ccc(C(=O)N4CCCCC4)cc3)CC2)cnn1C,6.3,4.8,9.6,0.3,-1.3,-1.1,-11.5,-10.1,0.3,12.5
S=C(Nc1ccc(Cl)cc1Cl)Nn1cnnc1,-0.8,4.7,8.4,2.5,2.6,5.2,2.0,2.7,0.1,3.0
CSc1ccccc1NC(=O)CN(C)CC(=O)c1c(C)[nH]c2ccccc12,-4.3,-7.8,8.0,0.5,-2.6,1.4,3.3,2.3,0.8,-4.5
CCC(=O)N1c2ccccc2NC2=C(C(=O)CC(C)(C)C2)C1c1cccnc1 (stereo not given),-0.8,-1.7,6.6,0.7,3.0,-1.6,-5.9,0.3,-0.3,-0.8
N#CC(c1ccc(Cl)cc1)(c1ncc(C(F)(F)F)cc1Cl)N1CCOCC1 (stereo not given),-8.9,2.2,-3.0,0.4,-18.1,0.8,-0.7,-5.6,-0.4,1.9
CSc1ccc(/C=N/NC(=O)CN2CCN(Cc3ccccc3)CC2)cc1,-1.6,-1.2,0.6,1.1,2.2,11.5,-62.5,-4.8,0.9,-1.1
O=C(NNC(=O)c1cc(-c2ccncc2)nc2ccccc12)c1ccccc1F,-1.0,-10.7,-2.6,2.4,-4.3,-5.4,1.5,2.8,0.0,-8.5
Cc1ccc(CN(c2ccc(C(=O)NCC3CCCO3)cc2)S(C)(=O)=O)cc1 (stereo not given),-1.2,2.2,0.8,0.7,-2.1,-7.5,-12.8,-3.9,0.1,3.8
Cc1cc(NS(=O)(=O)c2ccc(NC(=O)CSc3nnc(-c4ccco4)n3Cc3ccco3)cc2)nc(C)n1,6.7,-21.9,-7.2,0.0,0.2,-1.3,0.2,17.5,0.4,15.4
Cc1nn(C)c(C(=O)N/N=C/c2cccc3ccccc23)c1Cl,-2.4,-15.3,-12.7,0.7,-8.9,-5.3,-1.6,-2.4,-0.4,-7.1
O=C(NCc1cccnc1)c1cc(C2CCCN(C(=O)c3cccc(O)c3)C2)on1 (stereo not given),6.0,4.1,-14.0,0.8,1.2,3.6,-11.1,0.9,-0.3,15.3
O=C(O)C1C2C=CC(C2)C1C(=O)NCc1cccc(Cl)c1 (stereo not given),0.5,9.3,-4.5,-0.4,1.3,3.9,12.7,-1.7,0.2,4.4
Cc1ccc(Cl)c(NC(=O)CCl)c1Cl,0.0,7.9,6.5,-3.4,3.5,4.0,5.8,-3.0,0.2,-3.2
Cc1cc(C)cc(OCC(=O)N(Cc2ccc(N(C)C)cc2)C2CCS(=O)(=O)C2)c1 (stereo not given),1.0,4.9,3.0,2.2,0.4,6.6,0.6,-1.2,-0.1,-1.3
Cc1cc(-c2nnc3sc(-c4ccc(Cl)cc4Cl)nn23)n[nH]1,3.9,-4.4,15.4,1.8,-0.5,-1.4,2.0,4.0,0.6,-0.9
COC(=O)Cn1c2ccc(OC)cc2c2nc3ccccc3nc21,23.4,9.3,2.2,-0.9,22.8,-7.4,4.2,-1.8,1.4,-2.9
CS(=O)(=O)c1ccc(C(=O)N2CCN(Cc3ccccc3)CC2)cc1,2.2,2.8,-2.0,0.3,-0.4,3.8,2.4,-2.8,-0.3,1.6
COc1ccc(OC)c(C2CC(=O)N3CN(c4ccccc4)CSC3=C2C#N)c1 (stereo not given),1.1,10.0,-6.6,0.1,2.9,2.4,-14.2,5.7,0.4,-0.8
CN(C)c1ncnc2c1ncn2[C@H]1CN(Cc2ccccc2)C[C@@H](CO)O1,7.3,5.8,-1.3,-0.4,2.0,1.2,3.2,0.5,0.6,-0.2
Cc1ccc(C2C(C(=O)c3cccs3)=C(O)C(=O)N2c2ccc(S(N)(=O)=O)cc2)cc1 (stereo not given),-1.4,-20.6,-7.6,0.9,1.8,-2.8,-2.8,19.6,0.1,9.1
COc1ccc(-c2noc(CN3CCCC(OCc4ccccn4)C3)n2)cc1 (stereo not given),-0.1,3.4,-1.2,-0.5,-0.2,2.1,-5.2,-3.6,-0.5,-3.0

# Five entries from above, ordered by molar mass, ascending.
SMILES,GC-B act,HGIII-sPLA2 inh,ASAP1 inh,GAA850 FXN act,GC-A act,Tn6 DDE FP,ADAM10 inh,rCAG RNA binder,proKLK7 act,ARFGAP1 inh
Cc1nn(C)c(C(=O)N/N=C/c2cccc3ccccc23)c1Cl,-2.4,-15.3,-12.7,0.7,-8.9,-5.3,-1.6,-2.4,-0.4,-7.1
Cc1cc(-c2nnc3sc(-c4ccc(Cl)cc4Cl)nn23)n[nH]1,3.9,-4.4,15.4,1.8,-0.5,-1.4,2.0,4.0,0.6,-0.9
CN(C)c1ncnc2c1ncn2[C@H]1CN(Cc2ccccc2)C[C@@H](CO)O1,7.3,5.8,-1.3,-0.4,2.0,1.2,3.2,0.5,0.6,-0.2
O=C(NCc1cccnc1)c1cc(C2CCCN(C(=O)c3cccc(O)c3)C2)on1 (stereo not given),6.0,4.1,-14.0,0.8,1.2,3.6,-11.1,0.9,-0.3,15.3
Cc1ccc(C2C(C(=O)c3cccs3)=C(O)C(=O)N2c2ccc(S(N)(=O)=O)cc2)cc1 (stereo not given),-1.4,-20.6,-7.6,0.9,1.8,-2.8,-2.8,19.6,0.1,9.1

# New compounds follow:
SMILES,GC-B act,HGIII-sPLA2 inh,ASAP1 inh,GAA850 FXN act,GC-A act,Tn6 DDE FP,ADAM10 inh,rCAG RNA binder,proKLK7 act,ARFGAP1 inh
c1ccc(Cn2nnc3c(NCc4ccc5c(c4)OCO5)nc(C4CC4)nc32)cc1,3.5,0.2,0.6,-1.2,3.9,-2.1,-10.4,-1.3,0.2,8.9
C=CCNCCCCOc1c(Cl)cc(C)cc1Br,0.0,-1.2,-4.0,1.4,-1.0,-13.1,3.1,8.5,0.0,-1.2
C/C(=N/N1CCN(Cc2cccc3ccccc23)CC1)c1ccco1,-0.6,-2.5,-3.6,1.1,2.5,2.3,-2.1,-0.6,0.7,-8.4
O=C(c1cccs1)C1C(c2ccc(Br)cc2)NC(=S)NC1(O)C(F)(F)F (stereo not given),-10.4,19.0,1.1,2.9,-19.4,8.4,0.9,-0.3,0.3,12.3
c1ccc(-c2nc(CSc3nnnn3-c3ccccc3)cs2)cc1,1.2,-8.3,11.2,-0.6,-5.2,-3.0,12.9,0.7,-0.6,5.4
Cc1cc(/C=N/NC(N)=O)c(C)n1-c1ccc(F)cc1,-0.4,2.3,4.6,2.6,-6.3,-3.6,-7.4,3.2,0.0,2.9
COc1ccc(CC(=O)Nc2ccccc2C(=O)N2CCOCC2)cc1OC,1.9,0.6,2.5,-0.6,-4.9,-1.0,0.2,1.2,-0.5,0.5
COc1cc2[nH]c(C(=O)N(C)C3CCS(=O)(=O)C3)cc2c(OC)c1OC (stereo not given),1.5,2.6,-3.4,-0.7,2.2,2.9,-17.3,-1.6,0.6,2.1
Cc1cc(C(=O)COC(=O)c2ccc3c(c2)OCO3)c(C)n1CC1CCCO1 (stereo not given),-1.8,0.8,-3.2,-3.4,-0.6,1.7,-0.2,-1.8,-0.5,8.3
Cc1cc(C)n(-c2cc(-n3nc(C)cc3C)ncn2)n1,-4.7,5.3,9.5,-0.1,-6.3,0.7,3.2,-2.4,0.2,-1.4
COCCn1c(SCc2ccc(C)cc2)nc2c1c(=O)[nH]c(=O)n2C,-2.0,-7.4,-9.0,2.4,-5.4,-0.7,-1.0,-3.0,0.3,2.9
O=C1C=C(NNC(=O)c2cccnc2)CC(c2ccco2)C1 (stereo not given),-1.5,-71.8,1.5,-0.6,2.0,-8.0,-23.6,-9.2,-1.0,-0.8
CCCCn1c(SCC(=O)Nc2cc(C(F)(F)F)cc(C(F)(F)F)c2)nnc1C(CC)N(C)C (stereo not given),-2.7,-4.8,4.9,-7.0,-4.6,-1.2,5.0,-3.6,-0.1,3.9
CC(=O)Nc1ccc(NC(=O)c2cc(C3CC3)nc3c2cnn3C(C)C)cc1,1.7,-0.4,-12.9,3.7,0.2,-9.4,-2.1,-4.6,0.0,6.6
COc1cccc(C2N(c3ccccc3)CCN2c2ccccc2)c1OC,-5.5,14.4,0.8,0.9,-3.4,-7.4,-13.3,-2.3,-0.4,1.8
CCc1nn(CC(=O)NCCN2CCN(C)CC2)c(=O)c2cc3occc3n12,3.6,5.3,-5.7,-1.0,4.8,4.0,3.6,0.8,0.2,-12.1
CCOC(=O)COc1cc(N)c(Cl)cc1Cl,2.2,1.3,1.7,2.6,-0.3,-1.4,5.6,4.0,0.1,-5.6
CC(C)(C)OC(=O)C[C@H]1C/C=C\C[C@@H](CC(=O)N[C@@H](CO)Cc2ccccc2)C(=O)NC[C@H](c2ccccc2)OC1=O,-1.2,-2.1,3.6,-1.7,2.4,-8.4,4.6,-0.4,0.2,-2.0
Cc1cccc(C)c1OCc1cc(C(=O)N(C)Cc2cc(C3CC3)n[nH]2)no1,3.0,-12.8,-8.6,4.2,-4.5,-3.7,7.0,-7.6,0.8,-5.0
COc1ccc(-c2cc(C3CCNCC3)[nH]n2)cc1,11.8,-19.5,9.8,0.6,-0.5,-5.2,1.4,1.8,0.5,6.0
CCc1ccccc1NC(=O)N1C2CCCC1CC(NC(=O)C(C)(C)C)C2 (stereo not given),1.8,-2.6,-3.6,0.5,-1.1,-2.6,4.1,-1.5,-0.1,-0.4
O=C(CCCn1nnc(-c2cccnc2)n1)c1ccc(F)cc1,-5.0,11.8,-5.3,2.6,-4.8,-0.2,-13.4,-10.3,-0.6,-1.4
O=C(Nc1ccc(C(F)(F)F)cc1)C1(c2ccccc2)CC1,1.1,25.4*,4.5,1.4,-1.2,2.5,-13.1,-8.3,0.8,-1.9
CC1(C(=O)Nc2cccc3c2CCCC3)CCN1C(=O)c1cccc(F)c1 (stereo not given),-2.8,6.3,-7.3,1.1,0.7,1.5,-12.0,-1.6,-0.5,2.9
COCCN(Cc1cc2cccc(C)c2[nH]c1=O)C(=O)c1ccccc1,3.4,-1.7,-1.9,-1.1,1.7,8.0,-30.8,-5.8,0.5,-7.1
O=C(O)c1ccc2c(=O)n3c(nc2c1)/C(=C/c1ccccc1Br)CC3,-1.3,6.2,-16.0,-0.9,-0.8,-0.1,-12.5,2.9,-1.9,-17.2
